Diaphorase act: counter-screen for diaphorase-based assays: diaphorase activators and chemical reducers. Diaphorase/resazurin coupled assay, resorufin fluorescence, 16 min; hits give high values; 1 = vehicle wells, 0 = NADH-free wells. activation factor at 20 µM. 190,000 compounds, 0.005% hits. AID 1229;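 active = diaphorase activity raised at least twofold by the compound at 20 µM; inactive = activation factor below 2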
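Measured by – red resorufin fluorescence at 544/590 nm excitation/emission · Test system – Clostridium kluyveri diaphorase, purified enzyme · Incubation – reaction time 16 min, room temperature · Buffer or medium – 50 mM HEPES pH 7.4 with 4.542 mM MgCl2, 0.005% Tween 20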
APP 5'UTR act: APP 5'UTR luciferase reporter activation. SH-SY5Y APP 5'UTR luciferase reporter, luminescence; zero percent = DMSO vehicle wells. activation, % at 2 µM. 190,000 compounds, 1% hits;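 active = activation above a set limit, based on mean plus 3 SD of controls, cut at about 140% in these data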; also: values of inactives mirror those of a sister screen read the other way
TLR4 MyD88 comp: blocks binding of human TLR4 to MyD88. HeLa CL3-4 TLR4/MyD88 BLA complementation, FRET ratio. inhibition, % at 8.4 µM. O00206+Q99836. 200,000 compounds, 0.18% hits; in the data active = inhibition above about 25%;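 also: 0% = vehicle and 100% = reference inhibitor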
FLuc inh counter: inhibits firefly luciferase, flagging false hits in luciferase inhibition screens | ATPLite firefly luciferase biochemical luminescence, 10 min | 200,000 compounds, 1.5% hits | P08659 | AID 1006 | inhibition, % at 10 µM;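 active = inhibition above about 50% when tested at 10 µM, limit read from the data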
Target sequence (P08659 whole entry, looked up): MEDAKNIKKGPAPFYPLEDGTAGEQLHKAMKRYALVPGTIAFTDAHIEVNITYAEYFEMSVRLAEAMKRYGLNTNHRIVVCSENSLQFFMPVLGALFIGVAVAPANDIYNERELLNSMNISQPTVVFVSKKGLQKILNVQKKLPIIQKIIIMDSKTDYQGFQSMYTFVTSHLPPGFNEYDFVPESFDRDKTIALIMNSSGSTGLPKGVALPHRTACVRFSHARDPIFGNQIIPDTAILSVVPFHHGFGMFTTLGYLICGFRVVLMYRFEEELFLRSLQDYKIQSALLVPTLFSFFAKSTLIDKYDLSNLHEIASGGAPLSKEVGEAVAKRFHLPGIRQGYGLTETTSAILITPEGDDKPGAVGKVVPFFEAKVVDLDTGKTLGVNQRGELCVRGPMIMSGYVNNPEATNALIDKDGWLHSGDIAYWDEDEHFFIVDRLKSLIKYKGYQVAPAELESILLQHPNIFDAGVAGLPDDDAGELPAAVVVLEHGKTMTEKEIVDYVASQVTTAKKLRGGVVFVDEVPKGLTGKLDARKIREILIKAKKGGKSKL
NF-kB neuron act: compounds increasing NF-kB expression in human neuronal cells | 190,000 compounds, 1.6% hits | AID 1239 | fold change at 12.5 µM | NF-kB reporter expression; hits give high values; in the data active = fold change above about 3.3
APP 5UTR inh: APP translation inhibition; SH-SY5Y APP 5'UTR-luciferase reporter, luminescence; inhibition, % at 2 µM; 190,000 compounds, 0.82% hits;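 active = inhibition above a set limit, derived from the sample mean plus 3 SD, cut at about 45% in these data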; also: values of inactives mirror those of a sister screen read the other way
STAT1 act: activators of IFN-gamma induced STAT1 signaling; activation (% of control), % at 5.5 µM; AID 932; NIH 3T3 STAT1-luciferase reporter, luminescence; 100% = IFN-gamma alone, no compound; 200,000 compounds, 2.6% hits;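 active = activation above the screen-wide mean activation plus 3 SD, cut at about 130% in these data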;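 also: raw ratio to IFN-gamma control signal so 100% means no change and 0% no light; values of inactives mirror those of a sister screen read the other way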
G6PDH counter: L. mesenteroides G6PDH inhibition counter-screen | Purified L. mesenteroides G6PDH, diaphorase/resazurin coupled fluorescence, 45 min | inhibition, % at 5 µM | 200,000 compounds, 0.12% hits | AID 1020; in the data active = inhibition above about 50%
Diaph inh CS: inhibits diaphorase or chemically oxidizes, flagging diaphorase assay artifacts; 190,000 compounds, 0.69% hits; inhibition, % at 20 µM; AID 1217; diaphorase resazurin-to-resorufin fluorescence, NADH, 16 min; bacterial (C. kluyveri) enzyme, not human;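 active = primary screen inhibition at 20 µM above a set limit, cut at about 50% in these data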;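 also: plate controls were DMSO with full reaction for no effect and wells lacking NADH for full effect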
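System: Bacterial diaphorase enzyme (C. kluyveri) | Incubation: 16-min room-temperature incubation before reading | Benchmarks: No-NADH positive control and DMSO neutral control | Measured by: Resorufin fluorescence 544/590 nm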
FLuc act counter: firefly luciferase counter-screen for stimulation assays | P08659 | ATPlite luciferase biochemical, luminescence, 10 min; 0 = ATP-free wells, 1 = DMSO control | activation factor at 10 µM | 200,000 tested, under 10 active;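 active = luciferase activation factor, scaled between plate controls, of at least 2 with compound at 10 µM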
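System: luciferase plus luciferin reagent, cell-free; medium: PBS as buffer for the ATP substrate; dosing: test compounds dosed from 2 mM stocks in 100% DMSO; timing: 10 min post-reagent at room temperature; measured by: luminescence measurement of luciferase light output; evaluation: luciferase activation, seen as luminescence increase over controls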
* hit, by the source's call; / = not tested or not shown. Rows were taken by chance; 5.6% or so of the library scored in one or more.

The line under a structure holds: Diaphorase act	APP 5'UTR act	TLR4 MyD88 comp	FLuc inh counter	NF-kB neuron act	APP 5UTR inh	STAT1 act	G6PDH counter	Diaph inh CS	FLuc act counter
> O=C(N1CCOCC1)N1CCN(c2ccccn2)CC1
    0.8	6	-26	-5	1.1	-6	103	3	22	1.1
> COc1ccc(-c2nc3cc(NC(=O)Cc4ccc(OC)c(OC)c4)ccc3o2)cc1
    1.4	10	-12	-4	0.91	-10	100	-64	-43	1
> O=C(NCC(c1cccnc1)N1CCN(c2ccc(F)cc2)CC1)c1ccccc1 (centres undefined)
    0.9	-2	12	-6	0.89	2	96	5	10	1.1
> CCN(CC(=O)Nc1ccccc1Br)C1CCCCC1
    1	2	5	-2	1.2	-2	95	-2	1	1
> CCOc1ccc(N2C(=O)CC(Sc3nc(C)cc(C)c3C#N)C2=O)cc1 (centres undefined)
    1	4	9	1	1	-4	95	0	-1	1
> COCCNC(=O)/C(C#N)=c1\s/c(=C\c2ccccc2OC(F)F)c(=O)n1Cc1ccccc1
    1	-9	-6	-3	1.1	9	105	2	-2	1
> Fc1ccccc1CSc1nnc(-c2cccs2)o1
    0.8	119	3	11	4.1*	-119	146*	-6	16	0.9
> CCc1ccc2oc(-c3ccc(OC)cc3)cc(=Nc3cccc(C(=O)O)c3)c2c1
    0.8	204*	-5	51*	7.2*	-204	88	0	16	0.5
> Cc1n[nH]c(C)c1S(=O)(=O)N(CC(=O)N1CCc2ccccc21)c1ccc(C(C)C)cc1
    0.9	-12	1	-7	0.68	12	99	-2	12	1.1
> CCn1ccc(C(=O)Nc2ccc(Cl)cn2)n1
    0.8	/	3	11	2.8	/	131*	-2	22	0.9
> Cc1cc(NC(=O)Cn2ccsc2=N)c([N+](=O)[O-])cc1C
    0.9	-4	0	-7	0.97	4	104	1	14	1.1
> c1nc(N2CCC3(CC2)OCCO3)c2c3c(sc2n1)CCCC3
    0.8	-2	2	-8	0.81	2	97	8	22	1.1
> CNC(=S)NCCN1CCOCC1
    0.9	7	3	-2	0.87	-7	112	7	12	1
> O=C(CSc1nc2ccsc2c(=O)n1CC1CCC(C(=O)O)CC1)c1ccc(Cl)cc1 (centres undefined)
    0.8	10	-4	-5	0.99	-10	102	1	25	1.1
> CC1CCN(S(=O)(=O)c2ccc(S(=O)(=O)N3CCC4(CC3)OCCO4)cc2)CC1
    0.9	9	-9	-5	1.2	-9	106	15	12	1
> Cc1nn(CC(=O)NCc2ccccc2)c(C)c1[N+](=O)[O-]
    0.9	-6	16	-2	1.1	6	99	14	13	1
> CCOC(=O)C1=C(c2ccccc2)N(C)C(=O)NC1c1ccc(O)c(OC)c1 (centres undefined)
    0.9	-8	5	-4	1	8	102	2	14	1
> CCCCOc1ccc(-c2nc(=S)[nH][nH]2)cc1
    0.8	-1	-11	-4	1.4	1	98	2	19	1
> C=CCNC(=O)c1snnc1-c1ccccc1
    0.9	21	5	-2	1.1	-21	95	15	9	1
> Nn1c(COc2ccc(Cl)cc2)nc2ccccc2c1=O
    0.9	42	-7	22	0.75	-42	128	0	14	0.8
> COc1ccc(S(=O)(=O)N(CC(=O)N2CCOCC2)Cc2ccccc2)cc1
    0.9	-6	-5	-7	1.1	6	102	0	8	1.1
> COc1ccc(C2C(Oc3ccccc3)C(=O)N2c2cc(C)ccc2C)cc1OC (centres undefined)
    0.8	8	-6	-6	0.97	-8	103	-1	20	1.1
> Cc1cccc(C(C)C)c1NC(=O)c1ccc(COc2ccc3c(C)cc(=O)oc3c2)cc1
    0.9	-7	-8	-1	0.72	7	102	0	6	1
> Cc1cc(C(=O)OCC(=O)NC(C)c2ccccc2)c(C)o1 (centres undefined)
    0.9	0	-3	-8	0.95	0	95	5	5	1.1
> COc1ccccc1NS(=O)(=O)c1cccc(N2CC(O)=C(c3ccccc3)C2=N)c1
    0.9	3	-12	-8	1	-3	100	17	14	1.1
> COc1ccc(C(=O)N2CCN(c3ncnc4c(-c5ccccc5)nsc34)CC2)cc1
    0.7	4	4	-9	1	-4	100	-66	31	1.1
> Cc1nnc(Sc2cc(NCCCO)c([N+](=O)[O-])c3nonc23)s1
    0.4	-43	15	-4	1.4	43	90	22	59*	1
> Cc1cccc(OCCn2c(=O)sc3ccccc32)c1
    0.8	87	-7	14	3	-86	136*	5	24	0.9
> CCOc1ccc(/C(O)=C2/C(=O)C(=O)N(c3nc(C)c(C)s3)C2c2ccco2)cc1 (centres undefined)
    0.8	42	-6	-7	1.3	-42	102	6	21	1.1
> CCOC(=O)C1=C(CSc2nc(C)cc(C)c2C#N)OC(N)=C(C#N)C1c1cccs1 (centres undefined)
    0.7	-14	-1	2	1	14	89	10	33	1

Shown tab-delimited: 2 of the compounds above.
SMILES	Diaphorase act	APP 5'UTR act	TLR4 MyD88 comp	FLuc inh counter	NF-kB neuron act	APP 5UTR inh	STAT1 act	G6PDH counter	Diaph inh CS	FLuc act counter
CCOC(=O)C1=C(c2ccccc2)N(C)C(=O)NC1c1ccc(O)c(OC)c1 (centres undefined)	0.9	-8	5	-4	1	8	102	2	14	1
c1nc(N2CCC3(CC2)OCCO3)c2c3c(sc2n1)CCCC3	0.8	-2	2	-8	0.81	2	97	8	22	1.1

The listing picks up with the 4 entries that preceded the break.
The line under a structure holds: Diaphorase act	APP 5'UTR act	TLR4 MyD88 comp	FLuc inh counter	NF-kB neuron act	APP 5UTR inh	STAT1 act	G6PDH counter	Diaph inh CS	FLuc act counter
> Cc1nnc(Sc2cc(NCCCO)c([N+](=O)[O-])c3nonc23)s1
    0.4	-43	15	-4	1.4	43	90	22	59*	1
> Cc1cccc(OCCn2c(=O)sc3ccccc32)c1
    0.8	87	-7	14	3	-86	136*	5	24	0.9
> CCOc1ccc(/C(O)=C2/C(=O)C(=O)N(c3nc(C)c(C)s3)C2c2ccco2)cc1 (centres undefined)
    0.8	42	-6	-7	1.3	-42	102	6	21	1.1
> CCOC(=O)C1=C(CSc2nc(C)cc(C)c2C#N)OC(N)=C(C#N)C1c1cccs1 (centres undefined)
    0.7	-14	-1	2	1	14	89	10	33	1
> FC(F)(F)C(Oc1nc(Nc2ccc(Cl)cc2)nc(N2CCOCC2)n1)C(F)(F)F
    1	-1	1	-7	1.1	1	110	8	0	1.1
> CCCC(=O)Nc1nc2ccc3nc(C)sc3c2s1
    0.9	21	15	-7	2.1	-21	125	12	8	1.1
> Cc1ccccc1S(=O)(=O)Cc1ccc(C(=O)N2CCN(C3CCCCC3)CC2)o1
    0.9	31	-4	-4	0.96	-31	99	1	7	1
> COc1ccc(C2OC(=O)CC2C(=O)NCc2ccc(Cl)cc2)cc1OC (centres undefined)
    0.9	-1	3	18	2	1	116	0	6	0.8
> CCN(CC(=O)NC1CCS(=O)(=O)C1)S(=O)(=O)c1ccc2ccccc2c1 (centres undefined)
    0.8	-6	-5	-2	0.95	6	102	5	18	1
> CCN(CC)C(=O)CSc1nc2ccccc2c(=O)n1CC1CCCCC1
    1	10	10	-4	0.74	-10	106	1	2	1
> Cc1cc(C)cc(OCC(=O)Nc2ccc3c4c(cccc24)CC3)c1
    0.9	4	2	-4	1.1	-4	93	4	10	1
> CCOc1ccc2[nH]c(=O)c(C(c3nnnn3Cc3ccco3)N3CCN(C)CC3)cc2c1 (centres undefined)
    /	-4	-12	-6	1.3	4	100	12	/	1.1
> OC(CNCCc1ccc(Cl)cc1)COCc1ccco1 (centres undefined)
    0.8	-1	12	-8	1.2	1	101	8	20	1.1
> COc1ccccc1Cn1c(=S)[nH]c2cc(C(=O)N3CCN(C)CC3)ccc2c1=O
    0.9	1	-4	-12	1.2	-1	103	8	13	1.1
> CNc1c([N+](=O)[O-])cnn1-c1ccc(C)cc1
    0.8	13	-11	-3	0.95	-13	101	1	17	1
> COc1ccc(CNC(=O)COc2ccc(C)nc2[N+](=O)[O-])cc1
    0.9	-15	-4	-4	1.1	14	100	5	6	1
> COC(=O)C/C=C/[C@@H](C)[C@@H](/C=N/O[C@H](C)c1cn([C@@H]2COC[C@H]2O)nn1)NS(=O)(=O)c1ccc(C)cc1
    0.8	-2	-8	-10	1.4	2	101	15	18	1.1
> Cc1ccc(/C=C/C(=O)NCCCn2ccnc2)cc1
    /	-5	2	4	1.1	4	111	5	/	1
> CCCNC(=O)c1cc(-c2ccc(Br)cc2)on1
    0.9	10	-4	10	3.6*	-10	120	-4	12	0.9
> Nc1nc2n(n1)C(=O)CC(c1ccccc1)N2 (centres undefined)
    1	-1	-8	-5	1.1	1	100	-1	3	1.1
> Cc1cc(=O)oc2n[nH]c(-c3ccccc3)c12
    0.9	1	2	0	1.1	-1	97	3	12	1
> COc1cc(S(=O)(=O)N2CCOCC2)ccc1F
    0.9	19	2	-3	1.3	-19	97	-2	14	1
> CCOc1ccccc1-n1c(SCC(=O)Nc2nccs2)nnc1-c1ccoc1C
    0.8	-8	9	-8	0.96	8	90	3	25	1.1
> CCOC(=O)c1cc2c(=O)n3ccccc3nc2n(CC2CCCO2)c1=NC(=O)/C=C/c1ccccc1 (centres undefined)
    0.9	23	-7	-4	0.85	-23	92	-2	9	1
> Cc1sc(NC(=S)NC(=O)c2ccco2)c(C#N)c1C
    0.9	31	-8	34	1.6	-31	114	12	8	0.7
> c1ccc(-c2cc(-c3nnc4n3N=C(c3ccc5ccccc5c3)CS4)[nH]n2)cc1
    1	26	5	8	1	-26	103	-59	4	0.9
> O=C1NCC(c2ccccc2)C1C(=O)N/N=C\c1ccc(-c2ccc(Cl)c(Cl)c2)o1 (centres undefined)
    0.8	23	3	-3	0.69	-23	108	1	22	1
> Cc1cccc(-c2nnn(CC/C(N)=N/O)n2)c1
    1	0	1	6	1.9	0	110	5	3	0.9
> Cc1ccc(/C=[N+](/[O-])C2SC(=S)N(C)C2(C)C)cc1 (centres undefined)
    0.9	7	-8	-4	0.97	-7	92	4	12	1
